p53ts 39C tox = cytotoxicity in p53ts cells at nonpermissive temperature. AID 902. hit rate 1.5% among 130,000. Potency, µM (titrated, usually from 46.1 µM), without a hit: at the highest dose activity change, negative = cell killing, usual class: cytotoxic. H1299-p53A138V viability at 39C, ATP luminescence, 24 h; further: nearly all actives have a fitted effect of over 55% in size
p53ts 32C kill = cytotoxicity in p53ts cells at permissive temperature. H1299-p53A138V at 32C, ATP luminescence viability, 24 h. Potency, µM (doses to about 46.1 µM), without a hit: at the highest dose activity change, negative = cytotoxicity, most hits filed as cytotoxic. hit rate 0.93% among 130,000;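 further: 0% = DMSO and -100% = full killing by reference compound; nearly all actives have a fitted effect of over 55% in size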
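Cells: H1299 p53ts (A138V), 600/well, pre-incubated 16–30 h at 37C. Cpd up to 46 uM, 24 h, 32C. Readout: ATPlite luminescence, 20 min RT. Normalization: DMSO vs tamoxifen 100 uM. AC50 by Hill equation.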
Peg3 imprint = inducers of genomic imprint erasure in mouse ES cells; mouse ES Peg3-LacZ reporter, beta-gal luminescence, 40 h; Potency, µM (doses to about 60.7 µM), inactives show at the top dose activity change, positive = activation, actives largely listed as activators; hit rate 0.02% among 110,000; AID 1948;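 further: 0% = negative control wells on the plate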
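Imprint erasure is scored as LacZ activity from the silenced maternal Peg3 allele in feeder-free female ES cells cultured 40 h with LIF. Luminescence is normalized to in-plate negative controls and fitted to the Hill equation.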
IkB sig inh = IkB pathway inhibition in ABC-DLBCL cells; hit rate 0.04% among 110,000; ABC-DLBCL IkBa-CBG/CBR dual luciferase ratio, 4 h; response scale: scaled: untreated 0%, proteasome inhibitor 100%; AID 445; Potency, µM (top dose mostly 57.1 µM), without a hit: at the top dose IkBa stabilization activation; active means well fitted curve in the direction sought with a large enough effect in the signal ratio, not every such curve was filed as active; inconclusive means small, poorly fitted or top-dose-only effect, or a change in a side signal; the % refers to the signal ratio;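 further: the direction sought is a rising ratio; 0% = basal untreated cells and 100% = reference inhibitor full response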
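In this assay, an IκBα–CBG68 fusion accumulates when IKK-driven degradation is blocked; native CBR normalizes for cell number. OCI-Ly3 cells were treated 4 h with compound and doxycycline, then green and red light read after Chroma-Glo addition.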
* marks the source's active call; other numbers are inactive results; ? = inconclusive; nt = no result given; [ ] = another dose, or the depositor's remark. Unless noted, the call rests on the fitted dose curve; in most records, active means well fitted curve in the direction sought with a large enough effect; inconclusive means small, poorly fitted or top-dose-only effect, or another doubt; inactive means no such curve, though single readings can be large; an effect the other way counts as inactive or inconclusive. Unless noted, on the % scale 0 is the no-effect control and ±100 the full control effect; potency means the concentration at half of the fitted maximal effect.

1	COc1cc(OC)cc(-c2nc3n(n2)C(c2ccccc2F)C(C(=O)Nc2cccnc2)=C(C)N3)c1 (stereo not drawn)
2	CCCc1ccc(OCC(=O)Nc2sc3c(c2C(=O)OC)CCCCC3)cc1
3	O=C(CN1C(=O)COc2ccccc21)NCCN1CCc2ccccc2C1
4	COc1ccc(Cn2c(C(=O)O)c(CNCCc3cccs3)c3ccc(C)cc32)cc1
5	CCCN(CCC)CCCNS(=O)(=O)c1cc(Br)cc2c1N(C(C)=O)CC2
6	Cc1nc(-c2cccc(NC(=O)Nc3ccc([N+](=O)[O-])cc3)c2)no1

Screen / compound no. | 1 | 2 | 3 | 4 | 5 | 6
p53ts 39C tox | 7.5% | 5.1% | 0.7% | -8.8% | 0.2% | ?
p53ts 32C kill | 5.6% | -1.3% | 2.3% | 13.5% | -8.4% | -5.0%
Peg3 imprint | -10.9%[10.9 µM] | -5.2%[10.9 µM] | -12.0% | 10.8%[10.9 µM] | -10.2% | -12.7%[10.9 µM]
IkB sig inh | ? | 6.6% | -1.1% | ? | 0.5% | ?

7	CC(=O)c1ccc(N2CCN(S(=O)(=O)c3cc(-c4onc(C)c4C)ccc3C)CC2)cc1
8	CC[C@H](C)[C@H](NS(=O)(=O)c1ccc(C)cc1)C(=O)N1CCC(C(=O)N[C@@H](C)C(=O)O)CC1
9	Cc1ccc(-n2c(=O)[nH]cc(C(=O)Nc3ccc4c(c3)OCO4)c2=O)cc1C
10	COc1ccc(NC(=O)CSc2nc(-c3ccncc3)nn2CC(=O)N2CCCC2)cc1
11	CCCCOc1ccc(-c2nnc(-c3ccco3)o2)cc1
12	CCN(CC)S(=O)(=O)c1cccc(-c2nc3n(n2)Cc2ccccc2-3)c1

Screen / compound no. | 7 | 8 | 9 | 10 | 11 | 12
p53ts 39C tox | -25.7% | 7.0% | 1.7% | -0.9% | ? | -8.6%
p53ts 32C kill | -3.6% | 4.2% | 0.7% | 5.2% | ? | -10.7%
Peg3 imprint | -15.2%[10.9 µM] | -10.7% | 0.0% | -5.6% | nt | -24.2%
IkB sig inh | 0.8% | 0.3% | 2.8% | 4.0% | 4.4% | 0.9%

13	COc1ccc(OCC(O)CN2CCCCCC2)cc1 (stereo not drawn)
14	Cc1ccccc1NC(=O)Cc1nc(CSc2nnc(C3CCCCC3)n2N)cs1
15	O=S(=O)(Cc1ccccc1)N1CCn2c(nc3ccccc32)C1
16	Cc1ccc(CNC(=O)CSc2nc(=O)n(Cc3ccco3)c3c2CCC3)cc1
17	CCC(=O)N1CCc2cc(Br)cc(S(=O)(=O)N3CCC(C(=O)N(CC)CC)CC3)c21
18	CCC(=O)N/C=C/n1cnc2cc(C(F)(F)F)ccc21

Screen / compound no. | 13 | 14 | 15 | 16 | 17 | 18
p53ts 39C tox | -11.3% | -7.1% | -2.5% | -0.4% | -1.1% | -5.1%
p53ts 32C kill | -8.3% | -1.7% | -4.0% | -4.6% | 12.8% | 1.7%
Peg3 imprint | nt | -12.3% | -0.7% | 21.7%[10.9 µM] | 21.3%[10.9 µM] | 11.6%
IkB sig inh | nt | 2.0% | -2.7% | ? | ? | -0.3%

19	COc1cc(C2N3CC4(C)CN2CC(C)(C3)C4)ccc1O (stereo not drawn)
20	O=c1cnc2cnc(N3CCOCC3)nc2n1Cc1cccs1
21	CCC1(C)Cc2c(sc3c2c2ncnn2c2nnc(SCC(=O)NCc4ccco4)n32)CO1 (stereo not drawn)
22	CCOC(=O)c1cc(-c2ccccc2)n(-c2cccc(C(=O)N(CC)c3ccccc3)c2)c1C
23	Cc1ccccc1Nc1cc(C(=O)NC2CCCCC2)c2ccccc2n1
24	CC(=O)c1cccc(NC(=O)c2sc(-n3nc(C)c(Cc4ccccc4)c3C)nc2C)c1

Screen / compound no. | 19 | 20 | 21 | 22 | 23 | 24
p53ts 39C tox | -5.0% | 14.6% | 11.2% | 10.5% | 26.7% | -5.7%
p53ts 32C kill | 4.1% | 13.4% | 20.1% | 28.7% | -7.3% | 0.3%
Peg3 imprint | -14.4% | 4.4% | -15.4% | -17.1%[10.9 µM] | -11.0%[10.9 µM] | -17.0%[10.9 µM]
IkB sig inh | 0.9% | -0.5%[11.4 µM] | -1.3% | 0.8% | -2.1% | ?

25	CCOC(=O)c1nnn(CC(=O)Nc2cc(Cl)ccc2C)c1C(=O)OCC
26	O=S(=O)(NCc1ccco1)c1ccc(S(=O)(=O)N2CCCCC2)cc1
27	COCCCn1c(-c2ccccc2Cl)n[nH]c1=S
28	O=C(O)c1cccc(Nc2ncnc3scc(-c4ccccc4)c23)c1
29	O=C(CCN1C(=O)c2ccccc2C1=O)N1CCN(c2ccccn2)CC1
30	Cn1cccc1C(=O)N1CCC2(CCN(Cc3nccs3)CC2)CC1

Screen / compound no. | 25 | 26 | 27 | 28 | 29 | 30
p53ts 39C tox | -2.3% | -3.2% | 3.1% | 2.6% | -10.8% | 0.8%
p53ts 32C kill | -1.4% | 8.4% | 2.9% | 5.4% | -0.6% | -1.9%
Peg3 imprint | -7.6% | nt | -4.3% | 7.7%[10.9 µM] | -5.7% | nt
IkB sig inh | 0.7% | nt | 0.3% | ? | -4.5% | -2.4%[11.4 µM]

31	O=C(OCCN(C1=NS(=O)(=O)c2ccccc21)c1ccc(Cl)cc1)c1ccco1
32	COc1cc(NC(=O)C(=O)Nc2ccc3nc4n(c(=O)c3c2)CCCCC4)cc(OC)c1OC
33	CCOC(=O)N1CCN(C(=O)NC23CC4CC(CC(C4)C2)C3)CC1
34	COc1ccc(C2c3cc(OC)c(OC)cc3CC(=O)N2c2ccc(C)cc2)cc1 (stereo not drawn)
35	CC(C)(C)n1ncc2c(=O)n(CC(=O)OCc3ccccc3)cnc21
36	COc1ccc(/C=N/c2c(-c3ccc(OC)cc3)nc3n2CCS3)cc1

Screen / compound no. | 31 | 32 | 33 | 34 | 35 | 36
p53ts 39C tox | 12.7% | -17.4% | -4.0% | 0.2% | -6.2% | 3.1%
p53ts 32C kill | 4.0% | -0.4% | 2.2% | 13.4% | ? | -5.1%
Peg3 imprint | -14.7% | 9.9%[10.9 µM] | -4.2% | 11.6%[10.9 µM] | -13.1% | nt
IkB sig inh | 5.1% | -1.8% | 0.5% | -2.3% | 0.4% | nt

37	COc1cccc2cc(-c3cn4c(n3)sc3cc(F)ccc34)c(=O)oc12
38	CCC(C)Nc1nc(OC(C(F)(F)F)C(F)(F)F)nc(OC(C(F)(F)F)C(F)(F)F)n1 (stereo not drawn)
39	CCC(=O)Nc1ccc(NC(=O)c2ccco2)c(OC)c1
40	N#Cc1ccc(-c2ccco2)nc1SCc1ccccc1
41	COc1ccc(OC)c(C2CC(=O)N3CN(c4ccc(C)c(Cl)c4)CSC3=C2C#N)c1 (stereo not drawn)
42	Cc1cccc(N2CCN(C(=O)c3cc4c(=O)oc5ccccc5c4s3)CC2)c1C

Screen / compound no. | 37 | 38 | 39 | 40 | 41 | 42
p53ts 39C tox | -3.9% | -4.7% | -5.3% | 10.9% | -0.6% | 1.7%
p53ts 32C kill | -9.8% | -15.3% | -11.8% | 5.2% | -8.1% | -2.6%
Peg3 imprint | -11.2%[10.9 µM] | nt | 3.6% | -15.9% | -24.8% | -8.9%[10.9 µM]
IkB sig inh | ? | nt | -2.0% | 1.5% | 8.1% | 0.9%

43	COCCCNC(=O)c1sc2nc(C)c(C(=O)Nc3ccc(C)cc3C)c(-c3ccc(Br)cc3)c2c1N
44	COc1cccc(C2C(C(N)=O)=C(C)Nc3nc(CCCO)nn32)c1 (stereo not drawn)
45	CCOc1ccc(NC(=O)CSc2oc(-c3ccco3)nc2S(=O)(=O)c2ccc(C)cc2)cc1
46	Cc1nc(NC2=NCN(Cc3cccnc3)CN2)nc2ccccc12
47	O=C(c1ccco1)N1CCCC(c2nc(-c3ccc(S(=O)(=O)NCc4ccccc4)cc3)no2)C1 (stereo not drawn)
48	CCCCCn1c(CN2CCN(Cc3ccccc3)CC2)nc2c1c(=O)[nH]c(=O)n2C

Screen / compound no. | 43 | 44 | 45 | 46 | 47 | 48
p53ts 39C tox | 18.9% | -7.7% | 7.5% | 3.9% | -12.1% | 3.9%
p53ts 32C kill | -8.9% | 1.6% | 6.4% | -8.5% | -2.5% | -4.3%
Peg3 imprint | 12.5%[10.9 µM] | 10.2%[10.9 µM] | -9.3%[10.9 µM] | -33.4%[inhibitor] | -20.1% | -16.6%
IkB sig inh | ? | -1.3% | ? | 5.7% | ? | 0.5%

Random excerpt: 6 records from the list.
43	COCCCNC(=O)c1sc2nc(C)c(C(=O)Nc3ccc(C)cc3C)c(-c3ccc(Br)cc3)c2c1N
44	COc1cccc(C2C(C(N)=O)=C(C)Nc3nc(CCCO)nn32)c1 (stereo not drawn)
46	Cc1nc(NC2=NCN(Cc3cccnc3)CN2)nc2ccccc12
48	CCCCCn1c(CN2CCN(Cc3ccccc3)CC2)nc2c1c(=O)[nH]c(=O)n2C
45	CCOc1ccc(NC(=O)CSc2oc(-c3ccco3)nc2S(=O)(=O)c2ccc(C)cc2)cc1
47	O=C(c1ccco1)N1CCCC(c2nc(-c3ccc(S(=O)(=O)NCc4ccccc4)cc3)no2)C1 (stereo not drawn)

Screen / compound no. | 43 | 44 | 46 | 48 | 45 | 47
p53ts 39C tox | 18.9% | -7.7% | 3.9% | 3.9% | 7.5% | -12.1%
p53ts 32C kill | -8.9% | 1.6% | -8.5% | -4.3% | 6.4% | -2.5%
Peg3 imprint | 12.5%[10.9 µM] | 10.2%[10.9 µM] | -33.4%[inhibitor] | -16.6% | -9.3%[10.9 µM] | -20.1%
IkB sig inh | ? | -1.3% | 5.7% | 0.5% | ? | ?

Following part
49	CC(C)(C)OC(=O)N1CCC(c2c(C(=O)NCc3ccco3)cnn2-c2ccc(F)cc2F)CC1
50	CCOC(=O)C1CCCN(C(=O)c2ccc3c(c2)N(Cc2ccc(Cl)cc2)C(=O)c2ccccc2S3=O)C1 (stereo not drawn)
51	Cc1noc(COc2ccccc2OCC(N)=O)c1Cl
52	Cc1cccc(NC(=O)C2CCC(CNS(=O)(=O)c3csc(C(N)=O)c3)CC2)c1C (stereo not drawn)
53	CC1(c2ccccc2)NC(=O)N(CC(=O)N2CCOCC2)C1=O (stereo not drawn)
54	CC12CN(C(=O)c3ccco3)CC(c3ccccc3)(CN(C(=O)c3ccco3)C1)C2=O

Screen / compound no. | 49 | 50 | 51 | 52 | 53 | 54
p53ts 39C tox | 2.3% | 4.3% | 8.4% | 21.1% | -2.1% | 2.6%
p53ts 32C kill | -0.3% | 29.5% | -5.7% | -9.7% | 3.5% | -0.5%
Peg3 imprint | -6.6%[10.9 µM] | -8.1%[10.9 µM] | 7.9% | 5.4%[10.9 µM] | 4.2% | 17.8%
IkB sig inh | ? | ? | 0.2% | -2.1% | 0.6% | 1.3%

55	O=c1c2c(-c3cccs3)csc2ncn1-c1ccccc1
56	Cc1ccc(NC(=O)Nc2nnc(SCC(=O)Nc3ccc(F)cc3F)s2)cc1
57	COC(=O)c1cn(C)c2ccc(S(=O)(=O)N3CC(C)CC(C)C3)cc2c1=O (stereo not drawn)
58	Cc1ccccc1-n1c(=O)cc(N2CCCCCC2)[nH]c1=O
59	COCCn1c(C)cc(C(=O)COC(=O)c2ccc3ncsc3c2)c1C
60	CCOC(=O)N1CCN(S(=O)(=O)c2ccc(C(=O)Nc3ccc(F)cc3F)cc2)CC1

Screen / compound no. | 55 | 56 | 57 | 58 | 59 | 60
p53ts 39C tox | -6.4% | -16.5% | -13.8% | 3.0% | 4.8% | 20.0%
p53ts 32C kill | 8.0% | -4.3% | 2.3% | 3.0% | -7.0% | 45.7%[activator]
Peg3 imprint | nt | 2.6%[10.9 µM] | -3.4% | -4.1% | -19.3% | -20.3%
IkB sig inh | nt | -0.7% | 1.7% | -1.5% | 5.1% | -1.0%

61	O=C(c1ccc(C(=O)N2CCOCC2)nc1)N1CCOCC1
62	Cn1c(Cl)cnc1C(O)c1ccccc1 (stereo not drawn)
63	CC1Cc2ccccc2N1C(=O)CN1C(=O)CN(C)C(=O)c2ccccc21 (stereo not drawn)
64	Cc1ccc(C2C(=O)N(C3CCCCCC3)CC(=O)N2CCC2=CCCCC2)cc1 (stereo not drawn)

Screen / compound no. | 61 | 62 | 63 | 64
p53ts 39C tox | 9.8% | 5.6% | 1.0% | ?
p53ts 32C kill | -4.7% | -7.7% | -4.0% | -0.6%
Peg3 imprint | 0.2% | nt | nt | 23.8%[10.9 µM]
IkB sig inh | 3.7% | 1.6% | -1.2% | ?

Source: PubChem BioAssay (National Center for Advancing Translational Sciences (NCATS))
